Bioassay records from PubChem.
aSyn yeast rescue: alpha-synuclein toxicity suppression in yeast. S. cerevisiae alpha-synuclein toxicity rescue, BacTiter-Glo growth, 24 h. Potency, µM (highest dose often 46.1 µM), for inactives: at the highest dose growth rescue (activation), usual class: activators. 94,000 compounds, 0.02% hits. AID 1347070; active = well fitted activation curve with a large enough effect; also: 0% is about no effect
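Growth restoration measured by BacTiter-Glo luminescence after 24 hr at 30 deg C; alpha-synuclein yeast, raffinose-pregrown to mid-log, were added at OD600=0.02 in galactose medium onto pinned compounds.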
Starred values were filed as active, the others as inactive; [ ] = another dose, or the depositor's remark. Potency is read from the fitted curve at half-maximal effect. The list is partial. The share of hits here may be higher or lower than overall.

SMILES	aSyn yeast rescue
Cc1cc2oc(C(=O)N(Cc3ccco3)Cc3ccccc3Cl)c(C)c2cc1C	1%
CCN(CC)S(=O)(=O)c1ccc2c(c1)c(=O)c(C(=O)NCCc1ccc(OC)c(OC)c1)cn2C	1%
Cc1cc(N2CCN(C)CC2)nc2ccc(NC(=O)Nc3ccc(F)cc3F)cc12	-5%
CSc1ncc2ncn(C3OC(CO)C(O)C3O)c2n1 (configuration not stated)	-10%
Cn1c(=O)c2c(nc(SCC(=O)Nc3ccc(F)c(F)c3)n2Cc2ccccc2F)n(C)c1=O	-3%
Cc1ccc(-n2nc(C)c(C(=O)O)c2-n2cccc2)cc1	4%
Cc1ccc(-n2nc3ccc(NC(=O)c4oc5ccccc5c4C)cc3n2)cc1	-2%
O=C(/C=C/c1ccc2c(c1)OCO2)NCC1CCCO1 (configuration not stated)	-5%
CN1C(=O)Cc2cc(S(=O)(=O)NCc3c(F)cccc3Cl)ccc21	-1%
COc1ccccc1C(=O)Nc1ccc(OCc2cc(=O)n3cccc(C)c3n2)cc1	-5%
CC(C)c1nnc(NC(=O)c2ccc(S(=O)(=O)N3CCOCC3)cc2)s1	4%
CCc1cc(=O)n2[nH]c(C)c(-c3ccccc3OC)c2n1	-3%
CCOC(=O)C1CCCN(C(=O)C(C)(C)Oc2ccc(Cl)cc2)C1 (configuration not stated)	1%
CCc1nc2cccnc2n1-c1ccc(CC(=O)Nc2ccc(C)cc2)cc1	12%
CCOC(=O)Cc1csc(N/N=C/c2ccc(C(F)(F)F)cc2)n1	0%
COc1ccc(Cn2c(CCC(=O)Nc3ccc(Br)c(C)c3)nc3cccnc32)cc1	5%
CCN1CCN(c2cc(C)c3cc(NC(=S)N4CC(C)CC(C)C4)ccc3n2)CC1 (configuration not stated)	3%
Cc1cc(C)c2c(=O)cc(CSc3nnc(COc4ccccc4C)n3C)[nH]c2c1	12%
COc1c(F)cccc1C1=CC(=O)C[C@H](c2ccc(F)cc2)C1	8%
CSc1nsc(SCC(=O)Nc2ccc(OC(C)=O)cc2)n1	-4%
O=C(Cn1c(=O)oc2ccccc21)Nc1cccc(Cl)c1	-5%
Cc1ccc(Cn2c(SCC(=O)NCc3ccccc3)nc3ccsc3c2=O)cc1	3%
CCOC(=O)c1sc2ncn(CC(=O)Nc3cccc(C)c3)c(=O)c2c1C	-7%
CCCc1cc(C(=O)Nc2cc(Cl)ccc2O)no1	-1%
CC(C)[C@H](NC(=O)c1nn(Cc2ccccc2)c(=O)c2ccccc12)C(=O)O	0%
SMILES	aSyn yeast rescue
Cc1ccc2oc(-c3cccc(NC(=O)c4ccccn4)c3)nc2c1	9%
CCOC(=O)N1CCN(C(=O)C2CCN(S(=O)(=O)c3cc(OC)ccc3OC)CC2)CC1	3%
COc1ccc(C2=CC(=O)N(Nc3ccccc3)C2=O)cc1	7%
COc1ccc(-c2noc(-c3ccc(NCc4ccco4)c([N+](=O)[O-])c3)n2)cc1OC	10%
CCC(=O)Nc1nnc(S(=O)(=O)N2c3ccccc3CC2C)s1 (configuration not stated)	2%
Cc1cc(C)c(Cn2c(C)c(CNCCCc3ccccc3)c(C(=O)O)c2C)c(C)c1	-1%
CCCCn1c(N)c(N(CCOC)C(=O)c2ccc(-c3cccc(C(F)(F)F)c3)o2)c(=O)[nH]c1=O	-5%
Cc1ccccc1NC(=O)Cn1c(=O)n(CCCCC(=O)NCc2ccccc2Cl)c(=O)c2ccccc21	-9%
COc1cccc(OC)c1OCCOCCN1CCN(C)CC1	1%
COc1ccc(N(CC(=O)N2CCN(c3cccc(C)c3C)CC2)S(=O)(=O)c2c(C)noc2C)cc1	6%
Cc1ccc(S(=O)(=O)N2CCc3cc(C(=O)Nc4c(C)cccc4C(C)C)ccc32)cc1	9%
Cc1oc(-c2ccccc2F)nc1CS(=O)(=O)CC(=O)N1CCN(c2cccc(C(F)(F)F)c2)CC1	-1%
CS(=O)(=O)Cc1ccc(C(=O)NC2CCN(Cc3ccccc3)C2)cc1 (configuration not stated)	-1%
Cc1ccc(NS(=O)(=O)c2cc3[nH]c(=O)c(=O)[nH]c3cc2C)cc1Cl	1%
CCc1nnc(NC(=O)c2ccc(S(=O)(=O)N(CCOC)CCOC)cc2)s1	0%
COc1cccc(C(=O)Nc2c(C(=O)NC(C)(C)C)oc3ccccc23)c1	-2%
CCOC(=O)c1ccccc1NC(=O)Cn1nnc2sc3c(c2c1=O)CCCC3	-1%
C=CC(C)(O)CCC=C(C)C (configuration not stated)	2%
CCCCCCn1c(=O)[nH]c2c(c1=O)CCC2	-13%
Cc1ccc(-c2nc3c(c(SCC(=O)N4CCCC4)n2)COC(C)(C)C3)cc1	10%
Cc1ccc(-c2nnc(Nc3cccc(O)c3)c3ccccc23)cc1S(=O)(=O)NCC1CCCO1 (configuration not stated)	6%
Cc1ccc(C(=O)Nc2ccc3oc(-c4ccncc4)nc3c2)c(Cl)c1	6%
COCCCN1C(=O)C(CC(=O)NC2CCCCC2)CC(C(=O)N(C)C)=C1C (configuration not stated)	-3%
Cc1ccc(C)c(CNC(=O)c2ccc3c(c2)nc2n3CCC(C)C2)c1 (configuration not stated)	-12%
CC1CCC(NC(=O)COC(=O)CCC(=O)c2ccc(Cl)s2)CC1 (configuration not stated)	3%
SMILES	aSyn yeast rescue
O=C(Cn1ccc(=O)[nH]c1=O)Nc1ccc(C(=O)O)c(O)c1	-2%
COc1ccc(NC(C)=O)cc1S(=O)(=O)NC(Cc1ccccc1)C(=O)NCc1ccccc1C (configuration not stated)	3%
O=C1COc2ccc(-c3cc(-c4ccc(F)cc4)c4c(n3)-c3ccccc3OC4)cc2N1	-1%
COc1ccc(N2CCN(C(=O)c3cnc(N4CCOCC4)c4ccccc34)CC2)cc1	7%
CC1CCCN(c2ncnc3c2nc2n3CCCCC2)C1 (configuration not stated)	6%
CC1(C)Cc2ccccc2C(CSc2ccccc2C(=O)O)=N1	-9%
O=C(NCCc1ccccc1)c1ccc(CS(=O)(=O)c2ccc(Br)cc2)o1	1%
Cc1cc(C)c(NC(=O)Cn2nnc(C(=O)NCc3ccco3)c2N)c(C)c1	-5%
Cc1ccc2c(CNC3CCC(C)CC3)c(C(=O)O)n(Cc3cccc(F)c3)c2c1 (configuration not stated)	9%
CC1CCC2(CC1)NC(=O)N(CC(=O)Nc1ccc3[nH]c(=O)[nH]c3c1)C2=O (configuration not stated)	-9%
CC(=O)Nc1c(N)c2ccccc2oc1=O	1%
Cc1ccc2oc(=O)c3cnn(CC(=O)N(CCC(C)C)Cc4ccco4)c3c2c1	0%
CCOC(=O)C1CCN(C2=C(NS(=O)(=O)c3ccc(Cl)cc3)C(=O)c3ccccc3C2=O)CC1	-5%
C/C(=N\Nc1ccc([N+](=O)[O-])cc1)c1ccc(N2CCOCC2)cc1	-3%
Cc1cc(C)c(Cn2cnc3nc4c(cc3c2=O)CCCC4)c(C)c1	13%
O=C(COc1ccc2ccccc2c1)N/N=C/c1ccccn1	5%
Nc1ccc(C(CC(=O)O)n2cccc2)cc1 (configuration not stated)	-13%
Cc1ccc([N+](=O)[O-])cc1N/C=C1\CCCCC1=O	1%
COc1cccc(NC(=O)Cn2nnc(C(=O)NCc3cccs3)c2N)c1	2%
COc1ccc(NC(=O)c2oc3ccc(S(=O)(=O)N4CCCCC4)cc3c2C)cc1	-3%
CN(Cc1ccc(F)cc1)S(=O)(=O)c1nnc(NC(=O)c2ccccc2Cl)s1	-11%
CCOC(=O)C(C)NC(=O)c1c2c(nc3ccccc13)C(=O)N(C1CCCCC1)C2 (configuration not stated)	1%
O=C(Cn1c(=O)oc2cc(S(=O)(=O)N3CCCCC3)ccc21)Nc1cccc(Cl)c1	-1%
CC(C)c1nc(SCC(=O)N2CCN(c3ccccc3)CC2)c2c(=O)n(C)c(=O)n(C)c2n1	7%
COCCn1c(SCC(=O)Nc2ccc3c(c2)OCCO3)nc2ccccc2c1=O	-1%
SMILES	aSyn yeast rescue
O=C1CCc2cc(NS(=O)(=O)c3ccccc3)cc3c2N1CC3	1%
O=C(Cc1ccc(-c2ccccc2)cc1)NCCS(=O)(=O)N1CCN(c2ccc(F)cc2)CC1	6%
O=c1[nH]c2ccc(NCc3ccc(-c4ccc(F)cc4)o3)cc2[nH]1	-4%
CCN(CC)c1ccc(C(=O)NCc2ccc3c(c2)CCN3C(=O)c2ccc(F)cc2)cc1	4%
Cc1nn(C(=O)c2ccccc2F)c(C)c1S(=O)(=O)N1CCOCC1	6%
Clc1ccc(CSc2nc(NCCc3ccccc3)c3ccccc3n2)cc1	-49%[inhibitor]
COc1ccc(S(=O)(=O)NCCc2csc(-c3ccc(F)cc3)n2)cc1	-14%
CCNC(=S)N/N=C/c1ccccc1[N+](=O)[O-]	0%
COC(=O)c1cccc(NC(=O)CC2C(=O)NCCN2C(=O)c2ccc(F)cc2F)c1 (configuration not stated)	2%
COc1ccc(/C=C/C(=O)Nc2cc(S(=O)(=O)N3CCOCC3)ccc2N2CCCC2)cc1OC	6%
COc1ccc(CN2COc3ccc4c(-c5ccc(OC)cc5)cc(=O)oc4c3C2)cc1	0%
Cc1ccc(SCc2nc(-c3ccc(C(=O)NCC(C)c4ccccc4)cc3)oc2C)cc1 (configuration not stated)	-11%
COc1ccccc1/C=N/NC(=O)CC(=O)NCc1cccnc1	-6%
CCOC(=O)c1c(S(=O)(=O)N2CCCC(C(=O)NCc3ccc(Cl)cc3)C2)c(C)n(C)c1C (configuration not stated)	-4%
Cc1ccc(Cn2c(C)c3cnn(CC(=O)NCc4ccccc4)c(=O)c3c2C)cc1	10%
O=C(NNC(=O)c1ccccc1F)c1ccco1	-7%
Cn1c(SCC(=O)N/N=C/c2ccc([N+](=O)[O-])s2)nnc1-c1ccccc1	-71%[inhibitor]
COc1ccccc1OCC(=O)Nc1ccccc1C(=O)NC1CC1	2%
CN(C(=O)c1ccccc1C(=O)OCC(=O)c1ccc(F)c(F)c1)C1CCCCC1	10%
CCn1cc(C(=O)NCC(C)C)c(=O)c2cc(F)c(N3CCN(C(=O)c4ccco4)CC3)cc21	1%
CCc1ccc(-c2n[nH]nc2C2=CC(=O)C[C@H](c3ccc(F)cc3)C2)cc1	-8%
CSc1ncnc2c1ncn2CCCN1CCN(Cc2cccc3ccccc23)CC1	-2%
O=C(/C=C/c1cccc(F)c1)c1ccc(N2CCOCC2)cc1	8%
Cc1ccc(NCc2cccn2-c2nnc(N3CCC(C(=O)NC(C)C)CC3)s2)cc1	-8%
CCOc1ccc(-c2cc(-c3nc(-c4cc(OC)c(OC)c(OC)c4)no3)[nH]n2)cc1Cl	9%
SMILES	aSyn yeast rescue
O=S(=O)(Cc1cc(NCc2ccccc2)nc(-c2ccncc2)n1)c1ccccc1	6%
COc1ccccc1NC(=O)c1sc2nc(C)c(C(=O)Nc3ccc(C)cc3C)c(-c3ccc(C)o3)c2c1N	-2%
CC1(C)C2CC=C(/C=N/NC(=O)C3CC3)C1C2 (configuration not stated)	2%
COc1ccc(C(=O)OCC(=O)N(Cc2ccccc2)Cc2ccccc2)c(O)c1	1%
COc1ccc(CNc2nc3c(-c4ccc(C)cc4)nnn3c3ccccc23)cc1	-3%
Cc1nc2cc(C(=O)NCCC3=CCCCC3)ccc2n1-c1ccc(Br)cc1	-11%
CCS(=O)(=O)Nc1cccc(C2=NN(S(=O)(=O)c3ccccc3)C(c3ccco3)C2)c1 (configuration not stated)	-2%
c1ccc(-c2nnc(OCC3CCCO3)c3ccccc23)cc1 (configuration not stated)	6%
CCN(CC(=O)Nc1ccccc1SC)Cc1nc2ccccc2c(=O)[nH]1	8%
COc1ccc(CN(C)[C@H]2C[C@H]3c4[nH]c5ccccc5c4CCN3C[C@H]2[C@H](C)O)cc1	-6%
CC(=O)Nc1nonc1-c1nnc(SCc2cccc(Br)c2)n1C	3%
FC(F)(F)c1nc2nc(Cl)c(Cl)nc2n1CCCN1CCOCC1	-11%
COc1ccccc1C1CC(=O)NC(C)=C1C(=O)OC1CCCCCC1 (configuration not stated)	7%
CC(C)n1ncc2c(C(=O)NCCc3ccc(S(N)(=O)=O)cc3)cc(C3CC3)nc21	-1%
Cc1ccc(C)c(N2CCN(C(=O)CCCn3ncn4c(cc5occc54)c3=O)CC2)c1	-14%
CCC(Sc1ncc(S(=O)(=O)c2ccc(C)cc2)c(=O)[nH]1)C(=O)Nc1cc(C)ccc1C (configuration not stated)	-8%
